14-3-3g Raf: modulators of 14-3-3 gamma protein binding, primary screen, biochemical, fluorescence polarization | 14-3-3 protein gamma (Homo sapiens), P61981 | FP, 14-3-3gamma / TMR-pS259-Raf peptide binding | inhibition, % at 40 µM | 160,000 tested, 0.19% active | AID 422, 2006; in the data active = inhibition above about 30%;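 also: 0% = protein plus tracer without compound and 100% = blank with tracer alone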
Target sequence (P61981 whole entry, looked up): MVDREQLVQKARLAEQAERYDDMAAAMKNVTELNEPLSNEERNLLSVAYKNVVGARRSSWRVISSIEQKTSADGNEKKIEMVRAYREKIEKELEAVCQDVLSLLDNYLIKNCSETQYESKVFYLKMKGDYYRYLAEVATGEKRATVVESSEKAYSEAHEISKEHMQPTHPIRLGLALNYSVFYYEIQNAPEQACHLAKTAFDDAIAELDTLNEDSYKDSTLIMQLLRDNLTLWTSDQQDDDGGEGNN
Numbers without * were called inactive; & = joins results of further samples.

SMILES	14-3-3g Raf
Cc1ccc(-n2ncc3c(=O)n(Cc4ccccn4)cnc32)cc1C	3
Cc1ccccc1C(=O)Nc1c[nH]c(=O)[nH]c1=O	-3
CCc1ccc(C2OC3(C(=O)c4ccccc4C3=O)C3C(=O)N(c4cccc(F)c4)C(=O)C23)cc1 (stereo not drawn)	-8
COc1ccc(OC)c(Nc2nc(-c3sc(N)nc3C)cs2)c1	-17
O=C(NCC1CCCO1)c1nn2cccnc2c1Cl (stereo not drawn)	-6
CC(=O)Oc1ccc(C(=O)Nc2nccs2)cc1	-7
O=C(Nc1nc(-c2nc3ccccc3s2)cs1)c1ccc(S(=O)(=O)N2CCc3ccccc32)cc1	-23
CCOc1ccc(-c2cc(C(=O)O)c3ccccc3n2)cc1OCC	-17
Nc1nonc1-c1noc(COc2ccc(F)cc2)n1	-11
Cc1ccsc1C(=O)OCc1csc(-c2ccccc2)n1	-3
c1ccc2nc3c(nc2c1)CCc1nonc1-3	-7
CCCOc1ccc(Cc2nn[nH]n2)cc1	-4
COc1ccc(-n2nc(C(=O)NCC(=O)N3CCCC(C)C3)c3ccccc3c2=O)cc1Cl (stereo not drawn)	-2
Cc1ccc(C)c2c1NC(c1ccc(C(=O)O)cc1)C1CC=CC21 (stereo not drawn)	-52
Nc1ccc2nc(SCC(=O)N3CCCCC3)sc2c1	-6
CCN1CCN(Cc2c(O)ccc3c(=O)c(-c4ccccc4OC)c(C(F)(F)F)oc23)CC1	-8
CCOC(=O)c1cc2c(=O)n3ccccc3nc2n(Cc2ccco2)c1=NC(=O)c1cccc(C)c1	-25
Oc1ccc(C2N(Cc3ccccc3)CCN2Cc2ccccc2)cc1	4
NCCCCCNC(=O)/C=N\O	1
COc1ccc(-c2onc(C)c2-c2ccc(C(=O)OC(C)C)o2)c(O)c1	-2
CCOC(=O)c1[nH]c2c(c1C)C(=O)CC(c1ccc(OCC)c(OC)c1)C2 (stereo not drawn)	-6
CCN(CC)Cc1c(C)[nH]c2ccccc2c1=O	-1
O=C(NCc1ccccc1)C1CCCN(S(=O)(=O)c2cccc3nonc23)C1 (stereo not drawn)	-112
CC(=O)Nc1ccccc1C(=O)OCC(=O)Nc1ccc(S(N)(=O)=O)cc1	-10
CC1(C)CC(=O)c2cc(C(=O)NCCc3ccccc3)c(=O)n(-c3ccccc3)c2C1	-10
CC(=O)NS(=O)(=O)c1ccc(NC(=O)C(Sc2ccccc2)c2ccccc2)cc1 (stereo not drawn)	1
CCOc1ccccc1C(=O)NC(C(=O)OCC(=O)Nc1nnc(-c2ccccc2)o1)C(C)C (stereo not drawn)	0
Nc1c(C2=NCCO2)nnn1Cc1ccccc1	0
O=C(CN1CCN(S(=O)(=O)c2cccc([N+](=O)[O-])c2)CC1)Nc1ccc(Oc2ccccc2)cc1	-16
Cc1ccc(NC(=O)CN2C(=O)C(=O)c3ccccc32)cc1	-4
COc1cc(C2C(=O)N(C3CCC(C)CC3)CC(=O)N2CCC2=CCCCC2)ccc1OC(C)C (stereo not drawn)	1
O=C(Nc1cccc2c(NC(=O)c3ccc([N+](=O)[O-])cc3)cccc12)c1ccc([N+](=O)[O-])cc1	-10
COC(=O)c1ccc(-n2c(C)ccc2C)cc1	-51
N#Cc1nc(-c2ccco2)oc1N1CCN(Cc2ccccc2)CC1	-10
O=[N+]([O-])c1c(NCCCO)cc(N2CCCC2)c2nonc12	-13
COc1ccc(NC(=O)C2C3NC(=S)N(c4ccc(F)cc4)C2(C)Oc2ccccc23)cc1 (stereo not drawn)	7
O=C1CCCCC(=O)N(c2ccccc2)c2ccccc21	2
C=CCc1cccc2cc(C(=O)NCCc3ccccc3)c(=O)oc12	-4
Cc1cccc(NC(=O)C(C)(C(F)(F)F)C(F)(F)F)c1	-3
Cc1ccc(Cl)cc1NC(=O)CC1Sc2ccccc2NC1=O (stereo not drawn)	2
COc1ccccc1N1CCN(CC(O)COc2cccc3ccccc23)CC1 (stereo not drawn)	11&-1
CCc1nc(SCC(=O)c2cc(C)ccc2C)n[nH]1	1
O=C(Nc1ccc(OCc2ccccc2)cc1)C1CCN(S(=O)(=O)c2ccc(Cl)cc2)CC1	-3
O=C(CSc1nc2sc3c(c2c(=O)n1-c1ccccc1)CCC3)Nc1ccccc1	-4
CCC(=O)N1CCc2cc(S(=O)(=O)N3CCc4ccccc4C3)ccc21	-4&1
CN(c1ccc(F)cc1)S(=O)(=O)c1ccc2[nH]cc(C(=O)O)c(=O)c2c1	-16&-20
Cc1[nH]c(=O)[nH]c(=O)c1CSc1nnc([C@H](CC(C)C)NC(=O)OC(C)(C)C)o1	6
N#Cc1nc(COc2ccccc2F)oc1NCCCn1ccnc1	0&-48
O=C1CCC([N+](=O)[O-])C(c2cccc([N+](=O)[O-])c2)N1 (stereo not drawn)	-25
CCN1C(=O)CC(n2c(C)nc3ccccc32)C1=O (stereo not drawn)	-8
O=C(CSc1nnc2scc(-c3ccccc3)n12)Nc1nsc(-c2ccccc2)n1	-2
CCC(Sc1ncnc2sc3c(c12)CCC(C)C3)C(=O)OC (stereo not drawn)	-6
COc1ccccc1C(=O)Nc1nc2c(cc3c4c(cccc42)CC3)s1	-2
O=C(NCCn1cc(SCc2ccc([N+](=O)[O-])cc2)c2ccccc21)c1ccc(F)cc1	-2
CCC(=O)N1c2ccccc2NC2=C(C(=O)CC(c3ccc(OC)cc3)C2)C1c1ccco1 (stereo not drawn)	-6
CC(=O)Oc1ccc(NC(=O)Cc2ccccc2)cc1	-5
Cc1ccccc1-c1nc(CS(=O)(=O)CC(=O)NCc2ccc3c(c2)OCO3)c(C)o1	-4
Cc1ccc(-c2cc(C(=O)Nc3ccc([N+](=O)[O-])cc3)c3ccccc3n2)cc1	-75
Cc1ccc(C)c(N(CC(=O)N2CCCC2)S(=O)(=O)c2ccccc2)c1	-7
O=C(CN1CCN(c2ccccn2)CC1)NC1CCCC1	-2

The list goes on; the last 6 above are carried over.
SMILES	14-3-3g Raf
CCC(=O)N1c2ccccc2NC2=C(C(=O)CC(c3ccc(OC)cc3)C2)C1c1ccco1 (stereo not drawn)	-6
CC(=O)Oc1ccc(NC(=O)Cc2ccccc2)cc1	-5
Cc1ccccc1-c1nc(CS(=O)(=O)CC(=O)NCc2ccc3c(c2)OCO3)c(C)o1	-4
Cc1ccc(-c2cc(C(=O)Nc3ccc([N+](=O)[O-])cc3)c3ccccc3n2)cc1	-75
Cc1ccc(C)c(N(CC(=O)N2CCCC2)S(=O)(=O)c2ccccc2)c1	-7
O=C(CN1CCN(c2ccccn2)CC1)NC1CCCC1	-2
O=C(Nc1nsc(-c2ccccc2)n1)c1cccs1	-6
COc1ccccc1N1CCN(C(c2ccc(F)cc2)c2nnnn2C(C)C)CC1 (stereo not drawn)	1
O=C(OCC1C(COC(=O)c2ccccc2Cl)C1(Cl)Cl)c1ccccc1Cl (stereo not drawn)	2
COC(=O)c1c(N)sc(C(C)=O)c1C	0
C=CCNc1ncnc2ccc(Br)cc12	1&-5
COc1ccc(Br)cc1C1Oc2nc(SC)nnc2-c2ccccc2N1C(C)=O (stereo not drawn)	16
CC(=O)N1C(=O)c2cccc3c([N+](=O)[O-])ccc1c23	-6
Cn1cccc1C(=S)N=P(C1CCCCC1)(N1CCOCC1)N1CCOCC1	3
COc1cc(C(=O)Nc2ccc(NC(=O)c3ccco3)nc2)cc(OC)c1OC	1
O=C(OCc1ccc([N+](=O)[O-])cc1)c1ccc(C(=O)OCc2ccc([N+](=O)[O-])cc2)cc1	-11
Cc1ccc2c(c1)C(c1ccc(F)cc1)N(C(=O)c1ccc(S(=O)(=O)N3CCOCC3)cc1)CC(=O)N2 (stereo not drawn)	-2
Cc1ccccc1Oc1ccc(S(=O)(=O)NCCC(=O)O)cc1	-12&-3
COc1ccc(CN2C(=S)N(Cc3ccccc3)C(=O)C2CC(=O)Nc2ccccc2)cc1 (stereo not drawn)	4
O=C(NCCN1CCCC1=O)Nc1ccccc1	-7&4
CN(C)c1oc(COc2ccccc2F)nc1C#N	0
O=C(Cn1c(=O)n(CCc2ccccc2)c(=O)c2c3c(sc21)CCCC3)Nc1cccc(F)c1	-9
CC(=O)c1cccc(NC(=O)c2c(C)c(-c3ccc(Cl)cc3)nc3ccccc23)c1	-93
COc1cccc(-n2c(=S)sc3c(=O)n(-c4ccccc4C)c(SCC(=O)O)nc32)c1	-2
COc1ccc(OC)c(S(=O)(=O)N2CCN(c3ccc([N+](=O)[O-])cc3)CC2)c1	-4
COc1ccc(-c2cc3ccccc3n2CC(O)CN2CCOCC2)cc1 (stereo not drawn)	-5
OC1(C[n+]2ccccc2)NCCc2ccccc21 (stereo not drawn)	-11
COc1cccc2cc(C(=O)Nc3nccs3)c(=Nc3ccccc3C)oc12	-12
CCOc1ccccc1NC=C1C(=O)OC(C)(C)OC1=O	0
Cc1cccnc1NC(=O)c1c(O)c2cc(F)cc3c2n(c1=O)C(C)CC3 (stereo not drawn)	-9
O=C(NC1CC1)c1cccc(Nc2ccc(-c3ccc4c(c3)OCCO4)nn2)c1	-13
O=C(CSc1nccn1-c1ccc(Cl)cc1)Nc1ccccc1F	5
Cc1ccc(CNc2nc3c(c(=O)n(C)c(=O)n3C)n2Cc2ccc(Cl)cc2)cc1	2
COc1ccc(CN2C(=O)CN=C2Nc2ccc(C)cc2C)cc1	1
CCOC(=O)Nc1nnc(-c2cccc(OC)c2)s1	6
COc1ccc(C(C)=O)cc1COC(=O)Cn1cnc2ccccc2c1=O	-4
Cc1ccc(N2CC(C(=O)Nc3ccccn3)CC2=O)cc1 (stereo not drawn)	-4
CCOC(=O)c1c(NC(=O)C(C)(C)C)sc(CC)c1-c1ccccc1	-12
Cc1cc(-c2ccco2)n(CC(=O)NCc2ccco2)n1	4
CCC(C)NC(=O)C1CN(S(=O)(=O)c2ccccc2)CCN1S(=O)(=O)c1ccccc1 (stereo not drawn)	-14
CC1Cc2ccccc2N1C(=O)c1ccnc(C(C)(C)C)c1 (stereo not drawn)	13
Cc1cc(C)cc(-n2ccnc2SCC(=O)Nc2ccc(F)cc2)c1	0
COc1ccc(C(=O)NC(C(=O)NCc2ccccn2)C(C)C)cc1 (stereo not drawn)	-6
CC1(C)CC(=O)C2=C(C1)NC1=C(C(=O)c3ccccc31)C2c1cccc(O)c1 (stereo not drawn)	-94
C=CCN1C(=O)C(CC(N)=O)NC1=S (stereo not drawn)	-8
C=CCn1c(SCC(N)=O)nc2sc3c(c2c1=O)CCCC3	-11

4 entries already listed, sorted by their value in 14-3-3g Raf, falling.
SMILES	14-3-3g Raf
COc1ccc(-n2nc(C(=O)NCC(=O)N3CCCC(C)C3)c3ccccc3c2=O)cc1Cl (stereo not drawn)	-2
COc1ccc(OC)c(S(=O)(=O)N2CCN(c3ccc([N+](=O)[O-])cc3)CC2)c1	-4
CCOC(=O)c1[nH]c2c(c1C)C(=O)CC(c1ccc(OCC)c(OC)c1)C2 (stereo not drawn)	-6
CCN1C(=O)CC(n2c(C)nc3ccccc32)C1=O (stereo not drawn)	-8

Fetched by compound from the list above (five):
SMILES	14-3-3g Raf
COc1ccc(CN2C(=O)CN=C2Nc2ccc(C)cc2C)cc1	1
COc1ccc(C(C)=O)cc1COC(=O)Cn1cnc2ccccc2c1=O	-4
COc1ccc(C(=O)NC(C(=O)NCc2ccccn2)C(C)C)cc1 (stereo not drawn)	-6
OC1(C[n+]2ccccc2)NCCc2ccccc21 (stereo not drawn)	-11
Cc1cc(-c2ccco2)n(CC(=O)NCc2ccco2)n1	4

(continued)
SMILES	14-3-3g Raf
OCC1(CO)COC(c2ccccc2)=N1	8
CCC(C)NC(=O)CN1N=C(c2ccc(C)cc2)CCC1=O (stereo not drawn)	-15
CCCNc1nc2c(c(=O)[nH]c(=O)n2C)n1CCCc1ccccc1	-4
COCCCN1C(=O)C(=O)/C(=C(/O)c2ccc3c(c2)OCCO3)C1c1ccc(C(=O)OC)cc1 (stereo not drawn)	-8
O=C1CN(S(=O)(=O)c2ccc3c(c2)CCN3C(=O)C2CC2)CC(=O)N1CCc1ccccc1	-10
CCOC(=O)c1cnc2cc(-c3ccc(Cl)cc3)nn2c1-c1ccccc1	-4
CN1CC=C2C(C#N)=C(N)C(C#N)(C#N)C(c3cccc(Cl)c3Cl)C2C1 (stereo not drawn)	-15
Cc1ccc(OCc2nn3c(-c4ccco4)nnc3s2)cc1	-6
CNc1oc(-c2ccc(Cl)cc2)nc1C#N	6
COCCN1C(=O)c2ccccc2C(C(=O)NCc2ccc(OC)cc2)C1c1cn(C)c2ccccc12 (stereo not drawn)	-1
COc1ccccc1C1C2=C(CCCC2=O)Nc2ccc3ncccc3c21 (stereo not drawn)	-13
COc1ccc2nc3sc(C(=O)NCc4cccs4)c(N)c3cc2c1	-3
C=CCN1C(=O)c2c(cc(Oc3ccccc3)cc2[N+](=O)[O-])Oc2ccccc21	-98
COc1cc2c(cc1OC)C(C(=O)Nc1cnc3ccccc3c1)C(c1cccs1)N(C)C2=O (stereo not drawn)	-3
CCOc1ccc(-n2c(-c3cn(C)nc3C)n[nH]c2=S)cc1	1
COc1ccc(C(=O)OCC(=O)n2c(C)c(C)c3ccccc32)cc1	-3
Cc1ccc2c(c1)sc(=NC(=O)c1ccc(S(=O)(=O)N(C)c3ccccc3)cc1)n2C	6
CN(CCNC(=O)c1cc(=O)[nH]c2ccc(S(=O)(=O)N3CCCCCC3)cc12)Cc1ccccc1	-1
CC1=CC(C)(C)N(Cc2ccc([N+](=O)[O-])cc2)c2ccc(C)cc21	-6
N#CC(c1ccco1)N1CCN(C(C#N)c2ccco2)CC1 (stereo not drawn)	-2
O=[N+]([O-])c1cccc(NC2OC(C(O)CO)C(O)C2O)c1 (stereo not drawn)	5
CC(=O)c1c(C)[nH]c(C(=O)NCCN2CCCCCC2)c1C	-11

These rows are one share of the data (hit frequency here may not be typical).
